Compound activity deposited in PubChem by National Center for Advancing Translational Sciences (NCATS).
L3MBTL1 block = inhibitors of human L3MBTL1 | AlphaScreen L3MBTL1–H3K9me1 peptide binding | Potency, µM (highest dose often 57.1 µM), for the others: at the highest dose activity, negative = inhibition, hits mostly inhibitors | hit rate 0.66% among 230,000; active = well fitted inhibition curve with a large enough effect; inconclusive = small, poorly fitted or top-dose-only effect; inactive = no such curve, though single readings can be large or run the other way; also: nearly all actives have a fitted effect of over 60% in size
Target sequence (Q9Y468 whole entry, looked up): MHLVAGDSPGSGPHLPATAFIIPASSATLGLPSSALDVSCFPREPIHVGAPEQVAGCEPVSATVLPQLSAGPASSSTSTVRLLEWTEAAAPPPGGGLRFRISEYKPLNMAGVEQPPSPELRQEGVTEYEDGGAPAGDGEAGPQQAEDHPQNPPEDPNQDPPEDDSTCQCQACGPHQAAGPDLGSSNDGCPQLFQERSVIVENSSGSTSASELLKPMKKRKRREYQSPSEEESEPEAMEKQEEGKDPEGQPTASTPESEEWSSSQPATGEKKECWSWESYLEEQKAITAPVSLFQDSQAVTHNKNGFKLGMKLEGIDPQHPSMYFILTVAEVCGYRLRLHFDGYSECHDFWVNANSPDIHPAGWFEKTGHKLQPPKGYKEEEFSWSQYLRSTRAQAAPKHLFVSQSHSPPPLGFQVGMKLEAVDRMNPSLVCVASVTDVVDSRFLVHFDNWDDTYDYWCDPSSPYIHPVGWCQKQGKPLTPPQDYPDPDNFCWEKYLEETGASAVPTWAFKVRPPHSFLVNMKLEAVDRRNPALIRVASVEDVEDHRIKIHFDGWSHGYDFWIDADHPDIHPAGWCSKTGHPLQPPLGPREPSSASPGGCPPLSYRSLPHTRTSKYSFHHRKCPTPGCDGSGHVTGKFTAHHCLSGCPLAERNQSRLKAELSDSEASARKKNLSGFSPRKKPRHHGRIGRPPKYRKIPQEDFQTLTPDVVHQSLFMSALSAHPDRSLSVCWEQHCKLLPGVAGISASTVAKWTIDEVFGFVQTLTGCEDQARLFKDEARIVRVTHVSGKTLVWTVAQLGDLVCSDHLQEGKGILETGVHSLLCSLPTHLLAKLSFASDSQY
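Read-out is AlphaScreen signal from streptavidin donor and nickel chelate acceptor beads (10 ug/mL final each) bridging L3MBTL1 (50 nM) and biotinylated K9-monomethylated H3(1-15) peptide (75 nM), after 30 min compound exposure at room temperature.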
* = called active by the depositor; u = inconclusive; [ ] = another dose, or the depositor's remark. % is scaled to controls: 0 for no effect and ±100 for the full control effect; potency is read from the fitted curve at half-maximal effect. A portion of the library. The share of hits here may be higher or lower than overall.

Preview (4 entries):
| Molecule | L3MBTL1 block |
| --- | --- |
| CCCCn1c(N)c(N(CCOC)C(=O)COC(=O)COc2cc(C)c(Cl)cc2C(C)C)c(=O)[nH]c1=O | -0.3% |
| Cc1ccccc1C(=O)N1CCC(C(=O)N2CCN(Cc3ccc4c(c3)OCO4)CC2)CC1 | 7.3% |
| CC(C)(C)c1ccc(C(=O)NCCC(=O)NNC(=O)COc2ccccc2F)cc1 | 33.7%[activator] |
| O=C1CCN(Cc2ccccc2)CCN1[C@H](CSc1ccccc1)Cc1ccccc1 | -4.8% |

Main list, from the start:
| Molecule | L3MBTL1 block |
| --- | --- |
| CCCCn1c(N)c(N(CCOC)C(=O)COC(=O)COc2cc(C)c(Cl)cc2C(C)C)c(=O)[nH]c1=O | -0.3% |
| Cc1ccccc1C(=O)N1CCC(C(=O)N2CCN(Cc3ccc4c(c3)OCO4)CC2)CC1 | 7.3% |
| CC(C)(C)c1ccc(C(=O)NCCC(=O)NNC(=O)COc2ccccc2F)cc1 | 33.7%[activator] |
| O=C1CCN(Cc2ccccc2)CCN1[C@H](CSc1ccccc1)Cc1ccccc1 | -4.8% |
| CN(CC(=O)Nc1ccccc1Cl)C(=O)COC(=O)C1CC1 | 4.7% |
| O=C(O[C@@H]1[C@H](Cc2ccccc2)NS(=O)(=O)[C@H]2C[C@@H]3C=C[C@]12O3)c1ccccc1Br | 1.2% |
| COc1ccc(-c2oc(=O)c3cc(OC)c(OC)cc3c2C(F)(F)F)cc1 | -4.0% |
| CCN(CC(=O)NCc1cccs1)C(=O)Cc1ccc(C)c(C)c1 | 11.3% |
| NC(=O)C1CCN(C(=O)c2ccc(Cl)c(S(=O)(=O)N3CCCCCC3)c2)CC1 | -8.7% |
| Cc1cc(-c2csc(Nc3ccccn3)n2)ccc1F | -1.1% |
| CCOc1ccccc1OCCC(=O)NNC(=O)Cn1nc(C)cc1C | -8.2% |
| CC(=O)c1ccc(NC(=O)C2CCCC2)cc1 | 6.0% |
| COC(=O)C1=C(C)N(Cc2ccccc2)C(=NCc2cc(OC)c(OC)c(OC)c2)N[C@H]1c1ccccc1 | -0.9% |
| CC1(c2ccccc2)NC(=O)N(CC(=O)Nc2ccc(N3CCOCC3)cc2N2CCOCC2)C1=O (centres undefined) | 21.6% |
| CC1CC1C(=O)OCC(=O)Nc1ccc(S(=O)(=O)N2CCOCC2)cc1 (centres undefined) | 3.2% |
| COc1ccc(SC[C@H](Cc2ccccc2)N2CC[C@@H](O)CCC2=O)cc1 | -3.1% |
| O=C(COc1coc(CN2CCN(Cc3ccccc3)CC2)cc1=O)Nc1ccccc1 | u |
| O=C(CCC(=O)c1cccs1)NNC(=O)c1ccc(Cl)cc1 | -4.5% |
| COc1ccc(NC(=O)COC(=O)CN2C(=O)NC(C)(C)C2=O)cc1 | 2.0% |
| COc1cc(/C=C/C(=O)OCC(=O)Nc2cc(S(=O)(=O)N3CCOCC3)ccc2Cl)cc(OC)c1OC | -1.9% |
| Cc1n[nH]c(C)c1S(=O)(=O)N(C)Cc1ccco1 | -4.7% |
| CCOC(=O)c1c(NC(=O)CSc2nccn2C)sc(C(=O)NC)c1C | -6.8% |
| CN(CC(=O)Nc1cccc(F)c1)C(=O)CSc1ccccc1 | -27.1% |
| CN(c1ccccc1)S(=O)(=O)c1cccc(NC(=O)CN2C(=O)NC3(CCCC3)C2=O)c1 | -0.2% |
| Cc1ccccc1NC(=O)C(C)OC(=O)CCC(=O)N(CC(C)C)c1c(N)n(CC(C)C)c(=O)[nH]c1=O (centres undefined) | -4.9% |
| CC1CC(C)CN(S(=O)(=O)CCNC(=O)c2ccccc2)C1 (centres undefined) | 0.5% |
| COc1ccccc1CNC(=O)CN1C(=O)N(C)C2(CCCCC2)C1=O | -3.8% |
| O=C(CN1CCSC1=O)N1CCN(S(=O)(=O)c2ccc(Cl)cc2)CC1 | 0.5% |
| Cc1cccc(NC(=O)COc2coc(CN3CCc4ccccc4C3)cc2=O)c1 | -7.2% |
| COC(=O)c1cccc(NC(=S)N2CCN(C)CC2)c1 | -3.4% |
| O=C(CN1CCN(c2ccc(F)cc2)CC1)Nc1ccccc1C(=O)NCCc1ccccc1 | -11.1% |
| O=C(N/N=C/c1ccc(O)c(O)c1)c1cccc(S(=O)(=O)N2CCCC2)c1 | -1.4% |
| CC(Oc1ccc(F)cc1)C(=O)Nc1cc(S(=O)(=O)N2CCOCC2)ccc1N1CCCCC1 (centres undefined) | -7.3% |
| COc1ccc(CNC(=O)COC(=O)CCn2c(C)csc2=O)cc1OC | 0.4% |
| Cc1ccc(C)c(S(=O)(=O)N2CCCCC2CCNC(=O)C(=O)NC2CCCC2)c1 (centres undefined) | 5.3% |
| Cc1csc(=O)n1CCC(=O)OCC(=O)c1c(N)n(CC(C)C)c(=O)n(C)c1=O | 3.9% |
| O=C(c1ccc(-c2ccc([N+](=O)[O-])cc2)o1)N1CCN(S(=O)(=O)c2cccs2)CC1 | -6.4% |
| Cc1noc(C)c1C(=O)Nc1nc(-c2cc(F)ccc2F)cs1 | 2.7% |
| O=C1NC(c2ccccc2)Oc2ccccc21 (centres undefined) | 4.7% |
| CC1(C)CC2CC(C)(CN2S(=O)(=O)c2ccc(F)cc2F)C1 (centres undefined) | 5.6% |
| O=C(NOCc1ccccc1)c1ccc(Cl)cc1Cl | 3.9% |
| COc1ccc(CCNC(=O)c2ccc(NS(=O)(=O)c3ccc4[nH]c(=O)[nH]c4c3)cc2)cc1 | 7.3% |
| CCOc1ccc(C(=O)O[C@H]2[C@H](Cc3ccccc3)NS(=O)(=O)[C@H]3C[C@@H]4C=C[C@]23O4)cc1 | -10.4% |
| COc1ccc(C)cc1NC(=O)c1cc(S(=O)(=O)N2CCCC2)cn1C | -3.6% |
| COc1ccc(NC(=O)CN(C)CC(=O)NCCc2ccc(F)cc2)cc1 | -8.3% |
| CCN(CC(=O)Nc1c(F)cccc1F)C(=O)CNC(=O)c1ccc(Br)o1 | -4.4% |
| O=C(CCCOC(=O)c1ccc(O)cc1)c1ccccc1 | 4.8% |
| C=CC[C@@H](CC(=O)NCCO)C(=O)NC[C@@H](OC(=O)[C@H](CC=C)CC(=O)OC(C)(C)C)c1ccccc1 | 31.6%[activator] |
| Cc1ccc(S(=O)(=O)N2CCOCC2)cc1NC(=O)COC(=O)Cc1ccc(Cl)cc1 | 21.5% |
| O=C(COC(=O)Cc1c(F)cccc1Cl)NNC(=O)c1ccccc1 | -9.8% |
| O=C(Nc1cccc(S(=O)(=O)N2CCCCCC2)c1)C1CCN(C(=O)c2ccc(F)cc2)CC1 | -1.4% |
| CCN(c1ccccc1)S(=O)(=O)c1ccc(C(=O)Nc2ncccc2C)cc1 | 1.1% |
| O=C(/C=C/c1c(F)cccc1Cl)N1CCc2ccccc2C1 | 3.0%[2.29 µM] |
| Cc1cc(S(=O)(=O)NCCC2=CCCCC2)ccc1Br | 27.1% |
| Cc1[nH]c(=O)[nH]c(=O)c1S(=O)(=O)Nc1ccc(S(N)(=O)=O)cc1 | 0.6% |
| c1ccc(CCc2cc3ccccc3[nH]2)cc1 | 7.4% |
| C=CCOc1ccc(CN(C)C(=O)c2ccc(CNS(=O)(=O)c3ccc(C)c(C)c3)cc2)cc1 | -1.1% |
| Cc1ccc(C)c(S(=O)(=O)N2CCCC2CNC(=O)C(=O)NC2CCCCCC2)c1 (centres undefined) | 1.2% |
| Cc1ccc(S(=O)(=O)N2CCC(C(=O)OCc3ccccc3)CC2)cc1C | 26.3% |
| COc1cccc(/C=C/C(=O)OCC(=O)c2c(N)n(C)c(=O)n(C)c2=O)c1 | 27.8% |

Remaining list, next part:
compound | L3MBTL1 block
CC1CCCCC1NC(=O)COC(=O)c1ccc([N+](=O)[O-])o1 (centres undefined) | u
Cc1cccc(C(C)C)c1NC(=O)C(C)OC(=O)Cn1cnc2c1c(=O)n(C)c(=O)n2C (centres undefined) | 0.0%
c1ccc(C[C@H]2CN=C(Nc3ccccc3)N2CCC2CCCC2)cc1 | -2.5%
CC1(C)CC(NC(=O)c2ccc(Cl)c(S(=O)(=O)N(Cc3ccccc3)c3ccccc3)c2)CC(C)(C)N1 | -6.9%
COc1cc(C(=O)Nc2ccc(C)c(S(=O)(=O)N(C)C)c2)ccc1OCC(=O)N1CCOCC1 | -14.1%
CCC1(C)NC(=O)N(CC(=O)NCC(=O)Nc2c(C)cc(C)cc2C)C1=O (centres undefined) | 7.8%
Cc1cc(C)c(NC(=O)C2=COCCO2)c(C)c1 | 7.1%
Cc1cccc(Nc2nnc(SCC(=O)NCC3CCCO3)s2)c1 (centres undefined) | 0.5%
O=S(=O)(Nc1cccc(-c2ccc(N3CCOCC3)nn2)c1)c1cc(Cl)ccc1Cl | 3.6%
Cc1ccsc1C(=O)Nc1ccccc1N1CCCC1 | -0.3%
Cc1cc(C)cc(NC(=O)C2CCCN2S(=O)(=O)c2ccc3c(c2)n(C)c(=O)c(=O)n3C)c1 (centres undefined) | 4.8%
COc1cccc(/C=C/C(=O)OCC(=O)N2c3ccccc3CC2C)c1OC (centres undefined) | 6.5%
Cn1c(-c2ncc(F)cc2F)cc2onc(-c3c(F)cccc3Cl)c2c1=O | -1.9%
CCCCNC(=O)N1CCCC(N(C)CCc2ccc(OC)c(OC)c2)C1 (centres undefined) | 1.5%
O=C(COC(=O)c1nc(Cl)ccc1Cl)NCc1ccc(Cl)cc1 | -5.6%
Cc1ccc(C)c(SCC(=O)Nc2ccc(C)c(S(=O)(=O)N3CCOCC3)c2)c1 | -0.2%
Cc1ccc([C@@H]2[C@@H]3C(=O)N(c4ccccc4)C(=O)[C@@H]3[C@]3(C)C(=O)N(Cc4ccc(-c5ccccc5)cc4)CC(=O)N23)o1 | 27.3%
OCC[C@@H]1C[C@H](O)[C@@H](O)[C@]2(CCCc3ccccc3O2)O1 | 3.9%
COc1cc(OC)c(N2CC(C(=O)Nc3cccc(C(=O)NC4CC4)c3)CC2=O)cc1Cl (centres undefined) | 5.1%
CCN(c1ccccc1)S(=O)(=O)c1ccc(C(=O)NCC2(N(C)C)CCCCC2)cc1 | -1.7%
Cc1cc(NC(=O)COC(=O)/C=C/c2ccc(C)o2)no1 | -8.2%
COc1ccc(OC)c2sc(N3CCN(C(=O)c4ccc5ncsc5c4)CC3)nc12 | -1.9%
Cc1nn(CC(=O)Nc2cc(S(=O)(=O)N3CCOCC3)ccc2Cl)c(C)c1[N+](=O)[O-] | -1.2%
Cc1cc(Cl)cc(C)c1OCC(=O)N1CCN(c2ncccn2)CC1 | -1.3%
CCCc1cc(=O)oc2c3c(cc(OCC(=O)NCC4CCC(C(=O)O)CC4)c12)OC(C)(C)CC3 (centres undefined) | 10.0%
Cc1cc(NC(=O)Cc2ccccc2[N+](=O)[O-])no1 | -1.3%
Cc1ccc(C(=O)O/N=C(\N)c2ccccn2)cc1C | -0.7%
Cc1cccc(C(=O)OC(C)C(=O)NC2CCCc3ccccc32)c1O (centres undefined) | 7.9%
COC(=O)C(c1ccccc1)N(Cc1cccc(CN(C(C(=O)OC)c2ccccc2)S(C)(=O)=O)c1)S(C)(=O)=O (centres undefined) | -8.2%
O=C(CNS(=O)(=O)c1c(F)cc(F)cc1Br)OCC(=O)N1CCCC1=O | -3.6%
CC1(c2cccc(Br)c2)NC(=O)N(CC(=O)N2CCc3ccccc32)C1=O (centres undefined) | -5.2%
CCOc1ccc(C(=O)N2CCN(c3ccccn3)CC2)cc1 | -0.3%
COc1ccc([C@H]2CC(=O)C=C(c3cc(Cl)cc(Cl)c3)C2)cc1 | 5.0%
Cc1c(C(=O)OCC(=O)NCCc2ccc(S(N)(=O)=O)cc2)oc2ccccc12 | -1.2%
Cc1ccc(C)c(C(=O)c2ccccc2NC(=O)c2ccccn2)c1 | 13.8%
CC(C)(C)c1cccc(Cn2nnc3ccccc32)c1O | 17.9%
COc1cccc(CNC(=O)C2CCCN(S(=O)(=O)c3ccc4c(c3)C(C)(C)C(=O)N4C)C2)c1 (centres undefined) | 3.3%
CC12CCC(=O)N1C(C(=O)Nc1nc3ccccc3s1)CS2 (centres undefined) | -4.0%
CCOCCCNC(=S)N(CCO)Cc1cc2cc3c(cc2[nH]c1=O)OCCO3 | 4.1%[2.29 µM]
O=C1CCc2cc(NS(=O)(=O)c3ccccc3)cc3c2N1CC3 | -12.5%
Cc1cc(C)cc(NC(=O)CN2C(=O)c3ccccc3C2=O)c1 | 0.2%
O=C(NNC(=O)c1ccc(-n2cncn2)c([N+](=O)[O-])c1)c1ccccc1 | -3.4%
Cc1ccc(S(=O)(=O)N2CCN(C(=O)CNC(=O)c3sc4ccccc4c3Cl)CC2)cc1 | 3.6%
COc1ccc(S(=O)(=O)N2CCOCC2)cc1NC(=O)C1CC1 | -6.6%
O=C(COC(=O)C1CCN(c2ccc(C(F)(F)F)cn2)CC1)Nc1ncc(Cl)cc1Cl | -2.9%
O=C(Cn1[nH]c(=O)c2ccccc2c1=O)OCC(=O)c1ccc(F)c(F)c1 | -7.1%
O=C(CNS(=O)(=O)c1ccc(Cl)cc1)N1CCN(c2ccc(F)cc2)CC1 | 20.6%
CCN(CC(=O)Nc1c(F)cccc1F)C(=O)c1cnc(C)cn1 | 3.6%
CC(=O)N1CCN(C(=O)c2ccccc2NS(=O)(=O)c2ccc(F)cc2)CC1 | 2.1%
NC(=O)c1c(NC(=O)c2cccnc2)sc2c1CCCCC2 | 4.8%
COC(=O)N1C(=O)[C@@](c2ccc(OC)cc2)(C(C)C)N1C(=O)OC | -2.5%
CC(=O)Nc1ccc(S(=O)(=O)NCC(=O)NNC(=O)COc2c(C)cccc2C)cc1 | 1.7%
CCCCN(C(=O)c1ccc(-c2ccc([N+](=O)[O-])cc2)o1)c1c(N)n(CCCC)c(=O)[nH]c1=O | -4.0%
O=C(O)c1cccc2c1C(=O)c1ccc(-c3ccc(F)cc3F)cc1S2(=O)=O | 2.0%
O=C1CSC(c2ccccc2)N1Cc1ccccc1 (centres undefined) | -0.3%
